Screening results as filed in PubChem BioAssay.
Pf growth 48h: P. falciparum growth inhibition at 48 hours (one generation); 310,000 tested, 5.9% active; P. falciparum luciferase growth in erythrocytes, 48 h; Potency, µM (titrated, usually from 28.7 µM), without a hit: at the top dose activity change, negative = inhibition, usual class: inhibitors; AID 504832; further: potency means the concentration at half of the fitted maximal effect; on the % scale 0 is the no-effect control and ±100 the full control effect
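Read-out is firefly luciferase luminescence from an integrated reporter in P. falciparum, so falling signal marks reduced parasite growth. Infected erythrocytes were at 2% hematocrit and 0.1% parasitemia (final) in Albumax-supplemented RPMI 1640.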
Tb PYK inh: inhibitors of Trypanosoma brucei pyruvate kinase. Q57TT1. TbPYK enzyme, Kinase-Glo Plus ATP luminescence, 45 min. Potency, µM (top dose mostly 76.8 µM), without a hit: at the top dose activity, negative = inhibition, usual class: inhibitors. 410,000 tested, 0.12% active; further: potency means the concentration at half of the fitted maximal effect; on the % scale 0 is the no-effect control and ±100 the full control effect; nearly all actives have a fitted effect of over 50% in size
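Luminescent Kinase-Glo Plus end-point after 45 min room-temperature reaction of T. brucei pyruvate kinase started with 130 uM ADP (final). Buffer TEA 50 mM pH 7.2 with KCl, MgCl2, BSA, Tween-20; titration-based qHTS with fitted concentration-effect curves.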
Shiga toxin inh: inhibitors of Shiga toxin in Vero cells | Vero cells, Shiga toxin protein synthesis inhibition reporter | inhibition, % at 38.7 µM | 290,000 tested, 9.2% active | AID 2315; in the data active means inhibition mostly above about 28%, no sharp cut-off; inactive means mostly below about 43%; further: 0% is about no effect
CHX counter: counter-screen for Shiga toxin inhibitors: cycloheximide protein synthesis inhibition; cell reporter, cycloheximide protein synthesis inhibition counterscreen; max response, %; 300,000 tested, 12% active; AID 2314; in the data active means max response mostly above about 13%, no sharp cut-off; inactive means mostly below about 14%; further: read at 38.3 µM for the half of the compounds with a filed dose; 0% is about no effect
Pf growth 96h: P. falciparum growth inhibition at 96 hour, primary screen for plastid delayed-death inhibitors. 320,000 tested, 6.9% active. P. falciparum luciferase reporter growth, 96 h. AID 504834. Potency, µM (top dose mostly 28.7 µM), for the others: at the top dose activity change, negative = inhibition, actives largely listed as inhibitors; further: potency means the concentration at half of the fitted maximal effect; on the % scale 0 is the no-effect control and ±100 the full control effect
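Plates of compound plus infected erythrocytes (2% hematocrit, 0.05% parasitemia final) incubate 96 hours, 37 C, 5% CO2. Detection reagent added; reduced luminescence from the parasites' luciferase reporter flags inhibition.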
AMA1-RON2 inh: AMA1-RON2 (P. falciparum) interaction inhibition; Potency, µM (doses to about 58.2 µM), without a hit: top-dose activity change, negative = inhibition, hits mostly inhibitors; AlphaScreen AMA1-biotinylated RON2 peptide binding; AID 720542; 360,000 tested, 0.2% active;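 further: potency means the concentration at half of the fitted maximal effect; 0% = vehicle wells and -100% = peptide control; nearly all actives have a fitted effect of over 45% in size; some results filed as inactive show a strong effect at the top dose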
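AMA1 (3D7) with his tag at 25 nM final met compounds first, then biotinylated RON2 peptide at 25 nM; detection used donor plus acceptor beads, 10 µg/mL apiece, read by AlphaScreen after 30 min at room temperature.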
LmPK inhibitor: blocks Leishmania mexicana pyruvate kinase activity | Q27686 | purified LmPK, Kinase-Glo ATP luminescence, 1 h | Potency, µM (highest dose often 57.5 µM), for inactives: top-dose activity change, negative = inhibition, usual class: inhibitors | 290,000 tested, 0.37% active | AID 1721; further: potency means the concentration at half of the fitted maximal effect; on the % scale 0 is the no-effect control and ±100 the full control effect
Target sequence (Q27686 whole entry, looked up): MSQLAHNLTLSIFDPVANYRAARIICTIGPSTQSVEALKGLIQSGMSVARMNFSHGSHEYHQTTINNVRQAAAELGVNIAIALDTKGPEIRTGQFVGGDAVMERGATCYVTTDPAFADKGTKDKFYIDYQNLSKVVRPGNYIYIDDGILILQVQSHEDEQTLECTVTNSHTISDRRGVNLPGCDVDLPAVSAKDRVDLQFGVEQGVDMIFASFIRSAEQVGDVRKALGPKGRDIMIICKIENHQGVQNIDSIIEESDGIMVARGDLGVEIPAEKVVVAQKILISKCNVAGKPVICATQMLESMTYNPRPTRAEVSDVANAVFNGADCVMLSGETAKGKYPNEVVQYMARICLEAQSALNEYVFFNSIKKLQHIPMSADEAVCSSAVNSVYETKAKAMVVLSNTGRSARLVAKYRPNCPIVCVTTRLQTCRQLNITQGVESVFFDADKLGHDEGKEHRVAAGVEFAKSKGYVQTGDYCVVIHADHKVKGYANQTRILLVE
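ATP generated from ADP (0.1 mM) and PEP (0.5 mM) by 0.1 nM LmPK over 1 h at room temperature (pH 7.2 imidazole buffer) was detected by coupled luciferase luminescence. Values were normalized to uninhibited and no-enzyme wells.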
* marks the source's active call; other numbers are inactive results; i = inactive; ? = inconclusive; . = not tested or not shown; [ ] = another dose, or the depositor's remark. Unless noted, the call rests on the fitted dose curve; in most records, active means well fitted curve in the direction sought with a large enough effect; inconclusive means small, poorly fitted or top-dose-only effect, or another doubt; inactive means no such curve, though single readings can be large; an effect the other way counts as inactive or inconclusive.

SMILES	Pf growth 48h	Tb PYK inh	Shiga toxin inh	CHX counter	Pf growth 96h	AMA1-RON2 inh	LmPK inhibitor
CS(=O)(=O)N(CC(=O)N1CCOCC1)c1cccc(F)c1	-12%	-1%	-4	-3	?	4%	-7%
Cc1ccc(O)c(CNc2cnc3ccccc3c2)c1	?	?	.	11	0%	-5%	2%
O=C(Nc1ccc(SC(F)F)cc1)c1ccccc1F	i	7%	92*	45*	357%[activator]	22%	0%
CCOC(=O)c1sc(-c2ccccc2)nc1C	54%[activator]	3%	30	34*	?	-4%	-5%
CC(C)CCNC(=O)Cc1c(C(=O)O)[nH]c2ccc(Cl)cc12	-17%	1%	-9	-5	40%[activator]	-3%	5%
COCCn1nnnc1C(C(C)C)N1CCC(Cc2ccccc2)CC1 (configuration not stated)	?	-1%	-2	-8	10%	-22%	5%
COc1c2ccc(C(=O)NCc3cc(C(F)(F)F)cc(C(F)(F)F)c3)cc2nn1C	-22%	-4%	1	-2	4%	-11%	7%
Cc1ccc(S(=O)(=O)N2CCN(Cc3nnc(-c4c(-c5ccccc5)noc4C)o3)CC2)cc1	?	-8%	.	.	?	3%	.
COC(=O)c1[nH]c2ccc(C)cc2c1NC(=O)c1ccccc1[N+](=O)[O-]	-1%	1%	-4	-2	9%	13%	1%
CC[C@]1(O)CC[C@H]2[C@@H]3CCC4=CCCC[C@@H]4[C@H]3CC[C@@]21C	?	0%	.	.	?	.	.
CCOc1cc(CNCCSc2nnnn2C)cc(Br)c1OCc1ccccc1F	?	0%	-15	-1	8.3µM*	-2%	12%
COc1ccccc1C1=Nn2c(nnc2C2CCCCC2)SC1	?	0%	-21	0	5%	-2%	-2%
CCc1nn2c(=O)cc(COC(=O)c3cc(Cl)c(OC)c(OC)c3)nc2s1	12µM*	0%	.	.	?	-4%	.
CCOC(=O)N1CCN(C(=O)CCc2ccccc2)CC1	-4%	3%	14	-1	-13%	7%	-15%
COc1ccc(C(=O)NNC(=O)c2ccc(C)cc2)cc1S(=O)(=O)N1CCCC1	12%	-3%	19	-8	42%[activator]	13%	2%
CCOC(=O)CN(C(=O)Cn1nnc2ccccc21)C(C(=O)NCCOC)c1ccccc1 (configuration not stated)	18%	-5%	-7	-5	-19%	124%[activator]	1%
O=C(CN1C(=O)NC(c2ccc(F)cc2)C1=O)Nc1ccc2c(c1)OCCO2 (configuration not stated)	-18%	1%	.	.	-9%	12%	.
NS(=O)(=O)c1cccc(NC(=O)c2cccc(-c3ccc(O)cc3)c2)c1	17%	0%	6	-6	-13%	2%	2%
O=C(O)C1(c2ccccc2)CCN(S(=O)(=O)c2ccc(Br)cc2)CC1	-15%	0%	.	-3	?	-8%	8%
Cc1cc(=O)oc2cc(N3C(=O)CC(Cc4ccccc4)C3=O)ccc12 (configuration not stated)	6%	2%	-21	-3	-8%	0%	-1%
O=C(O)COc1ccc(Oc2ccccc2)cc1	-5%	3%	-8	-1	28%	7%	-7%
COc1cc(C(=O)OC(C)C(=O)NC(=O)NC2CCCCC2)ccc1OC(F)F (configuration not stated)	-16%	0%	.	.	17%	-4%	.
COc1cc(/C=C(\C#N)c2ccccn2)ccc1OCC(=O)Nc1cccc(C(F)(F)F)c1	7%	1%	24	-3	13%	-3%	-1%
CCc1cccc(C)c1NC(=O)CN(C)Cc1ccc(Br)cc1	?	4%	-13	-6	-30%	7%	4%
Cc1nn(CCC(N)=S)c2nc(-c3cccs3)cc(C(F)(F)F)c12	-17%	-29%	-18	2	?	28%	1%

Other structures follow.
SMILES	Pf growth 48h	Tb PYK inh	Shiga toxin inh	CHX counter	Pf growth 96h	AMA1-RON2 inh	LmPK inhibitor
Cc1c(CCOC(=O)c2cc([N+](=O)[O-])cc([N+](=O)[O-])c2)sc[n+]1CCCCS(=O)(=O)[O-]	4%	0%	-1	4	1%	1%	1%
O=C(NC1CCCC1)C(c1ccc(Cl)cc1)N1CCOCC1 (configuration not stated)	-3%	1%	-9	-3	-6%	-2%	-3%
O=C(O)C(=O)/C(=C\c1ccc(Cl)cc1)c1ccc2ccccc2n1	378%[activator]	-1%	166*	30*	.	11%	1%
C/C(N)=C(/C#N)C(=O)COC(=O)CC1CCCC1	31%[activator]	-11%	31	7	11%	18%	1%
O=C(COC(=O)c1ccco1)Nc1nnc(-c2ccccc2)o1	?	1%	.	.	?	14%	.
O=C(CCN1CCN(CCO)CC1)Nc1ccc(F)c(F)c1	24%	4%	-15	1	?	31%[activator]	0%
Cc1ccccc1/C=C1\CCCc2ccccc2C1=O	170%[activator]	-16%	80*	45*	211%[activator]	-9%	?
CCOc1cc(NC(=S)NCc2ccccc2)c(OCC)cc1NC(=O)C(C)C	-28%	1%	-4	-1	?	2%	-1%
O=C1CCCCN1CCCC(=O)N1CCCC(Nc2ccc(F)cc2)C1 (configuration not stated)	0%	-1%	7	2	2%	22%	3%
Cc1ccc(/C=C/C(=O)Nc2sc3c(c2C#N)CCCC3)o1	23%	-12%	-6	-1	.	14%	-2%
Cc1ccc(C(=O)C2=C(O)C(=O)N(Cc3ccco3)C2c2cccc(Cl)c2)o1 (configuration not stated)	26%	-13%	-26	11	30%[activator]	0%	-7%
O=C(CNCc1cccs1)Nc1ccc(OC(F)(F)F)cc1	22%	5%	82*	20*	10µM*	-13%	-1%
O=C1CC(N2CCC(c3nc4ccccc4o3)CC2)C(=O)N1 (configuration not stated)	-4%	-1%	-5	1	-3%	-1%	-5%
CC(=O)c1nn(-c2cccc(C(F)(F)F)c2)c(=O)[nH]c1=O	-17%	2%	22	-1	?	-6%	0%
CN1CCN(C(=O)c2ccccc2NC(=O)c2sc3ccccc3c2Cl)CC1	-15%	7%	-9	2	8%	-7%	0%
COc1ccc(Br)cc1C(=O)Nc1cc(C)cc(C)c1	-13%	11%	-8	-4	?	0%	3%
CCOC(=O)N1CCC(NC(=O)c2ccc3c(c2)ncn3C2CCCC2)CC1	?	-6%	-5	10	120%[activator]	4%	-2%
CCN(C(=O)COC(=O)c1ccc(Cl)cc1N)C1CCCCC1	-18%	-5%	6	1	-14%	2%	-3%
O=C(NCc1nnc(SCC(=O)N2CCCC2)o1)c1ccc(F)cc1	1%	-5%	20	3	?	10%	-6%
O=C(CCN1C(=O)C2C3C=CC(C3)C2C1=O)Nc1ccccc1 (configuration not stated)	0%	1%	4	-1	5%	0%	-2%
Cc1ccc(NCc2nnc(SCC(=O)NCCc3ccccc3)n2C)cc1	.	1%	-20	-4	-5%	-12%	11%
CCn1cc(C(=O)OCC(=O)Nc2cccc(S(=O)(=O)N3CCOCC3)c2)c(=O)c2ccc(C)nc21	.	1%	-1	-5	9%	10%	-1%
NNC(=O)CN1C(c2ccc(Cl)cc2)=Nc2ccc(Br)cc2C1c1ccccc1 (configuration not stated)	8.3µM*	-5%	-16	-3	34%[activator]	45%[activator]	-2%
COCc1ccc(CN2CCCC(C(=O)Nc3ccccc3-c3ccc(OC)cc3)C2)o1 (configuration not stated)	?	-1%	2	-7	?	-9%	4%
CC(C)Cn1c(=O)c2ccccc2n2c(CCC(=O)NC3CCN(Cc4ccccc4)CC3)nnc12	?	-6%	7	-3	7%	-3%	10%

Further structures:
SMILES	Pf growth 48h	Tb PYK inh	Shiga toxin inh	CHX counter	Pf growth 96h	AMA1-RON2 inh	LmPK inhibitor
Cc1nnc(NC(=O)c2oc3ccccc3c2C)s1	116%[activator]	-4%	90*	36*	201%[activator]	-1%	-11%
Fc1ccc(OCc2nc(-c3ccncc3)n[nH]2)cc1	6%	3%	13	-4	1%	1%	-3%
COc1ccccc1Nc1ccc2nonc2c1[N+](=O)[O-]	0%	0%	-6	-2	10%	11%	0%
COc1cccc(OCCCn2ccnc2)c1	43%[activator]	-1%	-6	-2	10%	-2%	1%
COCCN(C(=O)CSc1nc2ccccc2o1)c1c(N)n(Cc2ccccc2)c(=O)[nH]c1=O	?	0%	.	.	?	1%	.
O=C1NC(=S)N(c2ccc(F)cc2)C(=O)/C1=C/c1ccco1	0%	.	-9	-1	195%[activator]	.	-3%
COc1ccc(N(CC(=O)NCc2ccccc2Cl)S(=O)(=O)c2c(C)noc2C)cc1	?	0%	-10	-5	?	-7%	-1%
N=c1ccn(Cc2ccccc2Cl)cc1	4.7µM*	4%	-4	-1	.	8%	-5%
O=C(c1ccc(Cl)cc1[N+](=O)[O-])N1CCOCC1	-10%	-8%	-3	5	6%	18%	-3%
O=C(Nc1ccc(S(=O)(=O)Nc2nccs2)cc1)C1CC(=O)N(c2ccccc2)C1 (configuration not stated)	8%	-6%	-7	-4	-62%[5.75 µM]	-5%	5%
CCC(Oc1ccccc1)C(=O)OCC(=O)Nc1sccc1C(N)=O (configuration not stated)	8%	-3%	.	.	14%	21%	.
C=CCNC(=O)C1COc2ccccc2O1 (configuration not stated)	34%	-3%	-4	-2	54%[activator]	8%	3%
CN(CC(=O)Nc1ccc(Cl)c(C(F)(F)F)c1)C(=O)c1cccc(N2C(=O)CCC2=O)c1	-23%	0%	.	.	?	0%	.
O=C1Nc2ccccc2C(=O)N2C[C@@H](O)C[C@H]12	19%	7%	-3	0	17%	-2%	-5%
CCCn1c(N)c(N(CCOC)C(=O)c2c(CC)noc2C)c(=O)[nH]c1=O	-23%	4%	.	.	14%	0%	.
Cc1occc1C(=O)Nc1cnn(CCCC(=O)O)c1	10%	-11%	-15	-3	-27%	17%	-5%
Cc1cc(NC(=O)CSc2nccn2C)no1	13%	-3%	12	-5	16%[5.75 µM]	7%	6%
O=C(NCCN1CCNC1=O)C1CCC(=O)N(CCc2ccccc2)C1 (configuration not stated)	3%	-7%	-3	-3	-24%	7%	3%
O=C(CSc1nc2c(cnn2-c2ccccc2)c(=O)[nH]1)c1ccc(Cl)cc1	17%	-14%	2	-2	?	0%	6%
CCCCCC(=O)N1CCN(S(=O)(=O)c2ccc3c(c2)OCCCO3)CC1	?	-15%	.	.	?	6%	.
O=C(CSc1nccn(-c2ccc3c(c2)OCCO3)c1=O)Nc1ccccc1	39%[activator]	9%	.	.	132%[activator]	8%	.
Cc1cc(N2CCN(C(=O)c3ccco3)CC2)n2nc(C)nc2n1	17%	4%	11	-5	-5%	20%	-4%
Cc1cc(Cl)n2ncc(-c3ccccc3)c2n1	220%[activator]	3%	62*	57*	284%[activator]	-17%	0%

Among those listed so far, these contain a thiophene ring, fused or not.
SMILES	Pf growth 48h	Tb PYK inh	Shiga toxin inh	CHX counter	Pf growth 96h	AMA1-RON2 inh	LmPK inhibitor
Cc1nn(CCC(N)=S)c2nc(-c3cccs3)cc(C(F)(F)F)c12	-17%	-29%	-18	2	?	28%	1%
Cc1ccc(/C=C/C(=O)Nc2sc3c(c2C#N)CCCC3)o1	23%	-12%	-6	-1	.	14%	-2%
O=C(CNCc1cccs1)Nc1ccc(OC(F)(F)F)cc1	22%	5%	82*	20*	10µM*	-13%	-1%
CN1CCN(C(=O)c2ccccc2NC(=O)c2sc3ccccc3c2Cl)CC1	-15%	7%	-9	2	8%	-7%	0%
CCC(Oc1ccccc1)C(=O)OCC(=O)Nc1sccc1C(N)=O (configuration not stated)	8%	-3%	.	.	14%	21%	.
